TPT1 inhibitor – inhibitors of Candida albicans tRNA 2'-phosphotransferase TPT1; recombinant caTPT1, FP RNA substrate dephosphorylation; 0.81% of 300,000 active; inhibition, % at 5 µM; AID 1962;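 active means inhibition above the mean of all tested compounds plus 3 SD, set per screening campaign, cut at about 24% in these data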;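 further: plate controls were DMSO alone for no effect and ferristatin control at 100 nM for full effect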
ZTA DNA inh – counter-screen for EBNA-1 inhibitors: inhibitors of Epstein-Barr virus ZTA; P03206; ZTA-DNA binding, fluorescence polarization; inhibition, % at 11 µM; 0.15% of 320,000 active; in the data active means inhibition above about 33%
Target sequence (P03206 whole entry, looked up): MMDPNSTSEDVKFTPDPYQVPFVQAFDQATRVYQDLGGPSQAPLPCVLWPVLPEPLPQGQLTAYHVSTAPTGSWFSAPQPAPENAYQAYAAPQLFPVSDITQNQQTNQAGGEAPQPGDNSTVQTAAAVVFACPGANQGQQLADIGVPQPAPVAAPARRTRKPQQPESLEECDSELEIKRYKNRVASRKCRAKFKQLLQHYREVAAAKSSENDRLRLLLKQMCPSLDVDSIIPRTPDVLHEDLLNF
GASC-1 inh – blocks human GASC-1 demethylase activity. Q9H3R0. 0.069% of 330,000 active. inhibition, % at 2.35 µM. AID 2099. GST-JMJD2C(1-420) H3K9me3 demethylation, DELFIA europium;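 active means more than half of a compound's replicate wells show inhibition beyond 50%, single wells judged on their own value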;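 further: signal counts dimethyl H3K9 product captured on neutravidin plate; 0% = median of DMSO wells and 100% = 0.3 times that DMSO median; strong numbers were not always called active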
Target sequence (Q9H3R0 1-420 limits assumed): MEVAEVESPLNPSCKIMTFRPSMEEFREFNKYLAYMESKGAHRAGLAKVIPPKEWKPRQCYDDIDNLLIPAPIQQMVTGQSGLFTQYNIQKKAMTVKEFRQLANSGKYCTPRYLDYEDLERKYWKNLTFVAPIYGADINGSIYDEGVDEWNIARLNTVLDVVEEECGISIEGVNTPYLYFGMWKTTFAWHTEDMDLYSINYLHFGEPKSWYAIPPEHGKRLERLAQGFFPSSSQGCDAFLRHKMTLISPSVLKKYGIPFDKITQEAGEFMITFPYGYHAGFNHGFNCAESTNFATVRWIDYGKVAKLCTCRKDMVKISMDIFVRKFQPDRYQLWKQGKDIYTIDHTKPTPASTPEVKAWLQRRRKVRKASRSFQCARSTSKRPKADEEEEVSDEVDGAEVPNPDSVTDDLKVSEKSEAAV
EBNA-1 inhibitor – blocks EBNA-1 binding to DNA; EBNA-1 DNA binding, fluorescence polarization; inhibition, % at 14.8 µM; 0.34% of 300,000 active; AID 1950; in the data active means inhibition above about 28%
PP5 inh – PP5 (human) phosphatase inhibition; P53041; purified PP5c, OMFP substrate fluorescence; inhibition, % at 6.7 µM; 0.18% of 320,000 active; AID 1987;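 active means inhibition above the campaign's mean inhibition across all tested compounds plus 3 SD, cut at about 9.5% in these data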;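 further: 0% = DMSO only and 100% = 100 µM cantharidin control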
CR mimetic SO – caloric restriction mimetics inhibiting age-related superoxide in yeast. S. cerevisiae aged cells, superoxide DHE fluorescence; hits give low values. superoxide response (% of plate mean), % at 10 µM. 0.18% of 330,000 active. AID 2690;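 active means superoxide response under a set limit, about three screen SD below normal, cut at about 65% in these data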;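 further: yeast aged for seven days with compound at 30 °C before DHE staining; 100% = average MFI of all compound-treated wells on the plate with controls excluded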
PP1 counter – counter-screen for PP5 inhibitors: inhibitors of human PP1-alpha; purified PP1alpha, OMFP fluorescence; 0.9% of 320,000 active; inhibition, % at 6.7 µM; P62136; AID 2235;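 active means inhibition above the mean inhibition of all tested compounds plus 3 SD, computed separately for each screening campaign, cut at about 15% in these data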
Target sequence (P62136 whole entry, looked up): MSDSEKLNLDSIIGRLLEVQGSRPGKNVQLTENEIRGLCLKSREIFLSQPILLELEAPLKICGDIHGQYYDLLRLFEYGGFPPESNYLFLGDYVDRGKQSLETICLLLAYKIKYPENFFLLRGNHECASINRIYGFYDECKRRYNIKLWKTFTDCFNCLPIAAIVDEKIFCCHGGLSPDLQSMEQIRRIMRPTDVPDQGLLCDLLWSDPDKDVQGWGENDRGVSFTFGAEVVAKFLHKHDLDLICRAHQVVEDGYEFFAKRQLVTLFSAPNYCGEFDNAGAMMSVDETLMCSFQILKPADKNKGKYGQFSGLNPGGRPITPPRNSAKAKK
CTSL1 counter – counter-screen for PFM18AAP inhibitors: inhibitors of F. hepatica cathepsin L1. AID 1906. recombinant F. hepatica cathepsin L1, Z-Leu-Arg-MCA fluorescence. inhibition, % at 5.96 µM. 0.49% of 300,000 active;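 active means inhibition above the mean of all tested compounds plus 3 SD, set per screening campaign, cut at about 17% in these data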;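 further: 0% = plate median of test compound wells and 100% = 1 µM Z-Phe-Ala-diazomethylketone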
HCV core dimer – HCV core protein dimerization inhibition; TR-FRET GST/Flag-core106 dimerization, 1536-well; inhibition, % at 5 µM; 0.33% of 300,000 active; AID 1899;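 active means inhibition above the mean of all tested compounds plus 3 SD, set per screening campaign, cut at about 45% in these data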
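Assay system – GST-tagged and Flag-tagged HCV core protein residues 1-106 · Quantity – core106 proteins, GST 13.5 nM and Flag 17 nM · Benchmarks – unlabelled core106 and no-GST-core106 wells · Read-out basis – percent inhibition of core106 dimerization signal · Detection – time-resolved FRET, ex 340 nm, em 617 and 671 nm · Schedule – 4 h at 22.5 °C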
An asterisk follows results filed as active; i = inactive; . = not tested or not shown.

SMILES	TPT1 inhibitor	ZTA DNA inh	GASC-1 inh	EBNA-1 inhibitor	PP5 inh	CR mimetic SO	PP1 counter	CTSL1 counter	HCV core dimer
COc1cccc(NC(=O)CN(C)C(=O)c2ccc(S(=O)(=O)Nc3ccccc3C)cc2)c1	.	-15.9	-0.2	.	1.9	71.8	-1.3	.	.
COc1ccc(-c2sc3ccc(OC)cc3c2-c2ccc(OC)c(F)c2)cc1	.	-4.7	11.2	.	1.3	106.7	0.8	.	.
Cc1cc(C(=O)O)n(C(C)(C)C)n1	1.0	-9.2	9.2	1.1	-2.2	89.6	-3.2	-1.2	-5.7
O=C(Nc1cccc(F)c1)N1CCC(n2c(=O)[nH]c3ccccc32)CC1	-2.4	3.6	-5.9	-1.3	1.8	82.6	-2.1	6.2	-2.1
O=C(CN1CCN(c2ccccc2F)CC1)N1CCc2ccccc21	0.8	7.0	3.0	-3.4	4.3	103.2	4.4	-0.8	8.0
O=C(O)COc1ccc(NC(=O)c2ccc3c(c2)C(=O)N(Cc2ccccc2)C3=O)cc1	0.5	-5.7	-10.1	6.0	-1.3	91.7	1.4	6.5	-2.7
O=C(NCc1ccc2c(c1)OCO2)c1ccc(N2C(=O)C3CCCCC3C2=O)cc1 (configuration not stated)	-1.9	-5.8	-4.2	4.7	0.6	94.4	3.1	1.4	6.0
CC(C)CCn1c(CN2CCN(Cc3ccccc3)CC2)nc2c1c(=O)[nH]c(=O)n2C	1.3	6.5	4.1	6.7	0.5	95.1	-2.7	0.7	-0.8
CC1=C(C(=O)Nc2cc(C)ccc2C)C(c2cccs2)NC(=S)N1 (configuration not stated)	-1.2	20.9	-8.0	9.6	-0.5	104.9	-0.6	1.9	-5.5
COc1ccc(C(=O)N2CCN(c3c(C)cccc3C)CC2)cc1OC	-4.2	-2.2	1.5	5.8	0.0	94.9	-2.0	7.1	3.4
CNC[C@H](CC1CCCCC1)NC[C@H](CO)NCC1(c2ccccc2)CC1	-1.4	-14.1	-7.6	-3.2	1.2	115.2	-0.1	-3.2	-16.3
O=C(OCc1ccc([N+](=O)[O-])cc1)c1ccc(N2CCCC2)c([N+](=O)[O-])c1	1.6	-12.0	11.1	-4.7	2.1	112.1	2.9	-1.7	2.0
CCC(CO)NCc1ccc2c(c1)n(C)c(=O)n2C (configuration not stated)	1.8	13.5	-34.3	-10.4	5.8	61.3*	-2.9	-1.8	3.1
C=CCn1c(SCC(=O)NC2CC2)nnc1-c1cccc(OC)c1	-1.0	-1.3	-7.5	-1.7	0.4	96.1	1.0	-3.1	3.9
CSc1ccccc1NC(=O)c1cccc(S(=O)(=O)N2CCN(C)CC2)c1	-1.9	11.6	3.3	0.5	0.7	95.8	3.0	2.4	-16.8
CCOC(=O)N1CCN(S(=O)(=O)c2ccc(C(=O)N(CCCN(C)C)c3nc4ccc(Cl)cc4s3)cc2)CC1	0.8	-5.9	-11.2	7.1	3.1	84.3	5.5	-2.5	-8.7
Cc1cc(NC(=O)CSC2=NS(=O)(=O)c3ccccc3N2)no1	-2.2	5.3	0.9	-0.9	1.7	89.9	-4.8	-0.3	-0.1
Clc1ccc(-c2nc3cnccn3c2NC2CCCC2)cc1	-3.6	0.5	8.5	-1.2	5.2	85.3	6.9	6.6	-0.9
Cc1cc(C)c(NC(=O)COC(=O)c2cc([N+](=O)[O-])ccc2N2CCOCC2)c(C)c1	-0.2	4.3	-3.0	10.6	-3.0	103.4	-2.5	1.9	13.9
Cc1cccc2cc(/C=N/NC(=O)c3ccncc3)c(Cl)nc12	-1.1	-15.1	-2.8	-2.3	2.6	89.5	-0.9	-3.8	-0.2
CCOc1ccc(N2C(=O)CC(N(CCc3ccc(S(N)(=O)=O)cc3)C(C)=O)C2=O)cc1 (configuration not stated)	-1.4	3.6	-1.5	1.1	-1.6	105.8	-5.3	6.0	-1.0
O=C(COC(=O)COc1cccc(F)c1)NCCC1=CCCCC1	-0.7	-8.9	-7.1	6.7	-0.4	104.6	-2.3	-10.0	-8.0
Cc1ccc(S(=O)(=O)N2CCCC(C(=O)N3CCCc4ccccc43)C2)cc1 (configuration not stated)	-5.5	7.7	25.0	8.6	-0.6	81.4	-2.8	-2.6	6.8
Cc1ccc(S(=O)(=O)Nc2cccc(-c3ccc4nnc(C)n4n3)c2)s1	0.3	-2.8	-1.7	3.5	0.8	101.9	-1.1	-5.6	2.5
COc1ccc(NC(=O)c2cccnc2Nc2ccccc2)cc1	-2.2	-11.2	6.0	10.5	6.7	99.7	3.0	1.2	-0.2

Two of the compounds above, with values under each structure.
Order of values – TPT1 inhibitor | ZTA DNA inh | GASC-1 inh | EBNA-1 inhibitor | PP5 inh | CR mimetic SO | PP1 counter | CTSL1 counter | HCV core dimer
Cc1cccc2cc(/C=N/NC(=O)c3ccncc3)c(Cl)nc12
→ -1.1 | -15.1 | -2.8 | -2.3 | 2.6 | 89.5 | -0.9 | -3.8 | -0.2
CCOc1ccc(N2C(=O)CC(N(CCc3ccc(S(N)(=O)=O)cc3)C(C)=O)C2=O)cc1 (configuration not stated)
→ -1.4 | 3.6 | -1.5 | 1.1 | -1.6 | 105.8 | -5.3 | 6.0 | -1.0

More results follow.
SMILES	TPT1 inhibitor	ZTA DNA inh	GASC-1 inh	EBNA-1 inhibitor	PP5 inh	CR mimetic SO	PP1 counter	CTSL1 counter	HCV core dimer
CCCOc1ccc(C2C(=O)N(C3CCCCC3)CC(=O)N2C2CC2)cc1OC (configuration not stated)	0.4	-4.0	4.5	4.0	1.2	87.8	-2.9	-0.9	0.5
COc1ccc(CCc2nnc(CCC(=O)NCc3cc(C(C)C)no3)o2)cc1	2.3	-6.8	-2.2	-13.1	3.0	91.7	0.1	-5.5	-2.3
O=C(COc1ccccc1Cl)NCCNC(=O)c1cccnc1	-0.6	-22.9	-17.1	2.3	-8.1	112.2	-5.2	4.1	-9.4
Cc1nn(CC(=O)N2CCN(S(=O)(=O)c3ccccc3)CC2)c(C)c1[N+](=O)[O-]	.	-13.8	1.4	.	-0.5	112.3	-2.4	.	.
Cc1c(NC(=O)CN(c2ccccc2)S(=O)(=O)c2ccc(F)cc2)c(=O)n(-c2ccccc2)n1C	3.1	-7.4	-1.9	-3.6	2.0	107.1	-5.9	-1.2	1.1
CC[C@H]1c2[nH]c3ccccc3c2C[C@H]2C(=O)N(c3ccc(F)cc3)C(=O)N21	-7.3	2.1	.	-1.4	1.4	87.7	1.5	1.2	-2.8
CN(C)CCNC(=O)CN1C(=O)CSc2ccc(S(=O)(=O)N3CCCCC3)cc21	-1.3	-14.6	-3.9	3.4	1.1	94.6	3.5	0.0	8.4
COc1cccc(NC(=O)CN(C)C(=O)c2cccc(NS(=O)(=O)c3ccccc3)c2)c1	.	11.2	.	.	-0.7	98.1	-2.9	.	.
Clc1cccc(C2Nc3cccc4cccc(c34)N2)c1Cl	4.1	-1.7	-5.0	-8.5	5.9	100.8	8.3	0.6	0.8
COc1ccc(NC(=O)C2CCCO2)cc1OC (configuration not stated)	-0.2	2.6	-15.9	1.8	-1.2	138.6	-3.6	-2.6	3.1
O=C(c1cnc(-c2ccccc2)s1)c1ccc(Cl)cc1Cl	-0.2	-28.9	-1.5	1.4	1.3	73.3	-3.9	2.6	-22.7
CCOc1cc(C2NC(=O)c3ccccc3O2)ccc1OC(C)C (configuration not stated)	0.6	10.5	11.4	0.1	1.0	97.3	-0.4	0.4	1.5
Cc1cccc(C(=O)Nc2cccc(C(=O)N/N=C/c3ccc4c(c3)OCO4)c2)c1	2.0	8.3	1.8	6.2	1.9	92.0	4.9	0.8	3.1
CNC(=O)C(=O)Nc1cc2c3c(c1)CCC(=O)N3CCC2	-3.5	-8.9	19.4	-9.3	1.2	137.6	-1.4	-2.7	9.5
COc1ccc(/C=C/C(=O)NC(=S)Nc2ccc(S(=O)(=O)Nc3ccc(OC)nn3)cc2)cc1	-3.7	1.8	1.6	7.8	2.2	97.2	-0.5	5.3	12.1
COc1ccc(C(=O)Nn2c(CC(C)C)nc3cc(Cl)ccc3c2=O)c(OC)c1	-2.0	0.6	-13.5	-1.4	1.4	110.0	0.3	1.0	11.6
CCC(C)c1ccccc1NC(=S)NC(=O)c1ccco1 (configuration not stated)	1.9	6.2	0.0	-3.9	1.7	92.5	-1.9	1.3	6.4
COCCn1nnnc1C(c1ccc(OC)cc1OC)N1CCN(c2ccccc2)CC1 (configuration not stated)	-0.3	3.9	-3.0	12.6	-2.8	88.3	-3.1	2.2	5.8
NC(=O)c1ccc(NC(=O)CNC(=O)c2sc3ccccc3c2Cl)cc1	.	12.2	7.5	.	0.8	85.9	1.9	.	.
CCN(C(=O)c1cnc(N2CCN(c3ncccn3)CC2)c2ccccc12)c1cccc(Cl)c1	-3.9	8.5	-8.7	2.6	-0.7	91.7	-0.1	1.9	7.1
Cc1ccc(-c2nc3ccccc3s2)cc1S(=O)(=O)N1CCOCC1	-2.8	-13.6	-12.0	9.7	1.1	111.3	1.1	-3.3	3.5
CCCC(O)(c1ccc(Cl)cc1)C(CN1CCOCC1)c1ccc(Cl)cc1 (configuration not stated)	-2.0	17.7	4.9	13.6	1.2	100.2	4.0	1.0	3.8
FC(F)(F)c1ccc(Cl)c(N/N=C/c2ccc(N3CCOCC3)s2)c1	23.2	-7.7	-8.1	1.8	0.5	87.6	0.6	2.8	-6.0
CC1=C(C(=O)OCc2ccccc2)C(c2ccc3ccccc3c2)NC(=O)N1CCCCCC(=O)O (configuration not stated)	-0.6	7.5	-0.1	-5.0	3.0	92.8	7.4	3.3	9.7
COc1c(C)cc(S(=O)(=O)NCc2ccco2)c(C)c1C	0.0	-6.5	30.5	4.9	1.6	98.3	-4.0	0.7	3.3

Further records follow:
SMILES	TPT1 inhibitor	ZTA DNA inh	GASC-1 inh	EBNA-1 inhibitor	PP5 inh	CR mimetic SO	PP1 counter	CTSL1 counter	HCV core dimer
O=C(NCc1nnnn1-c1ccc(F)c(F)c1)c1ccc2c(c1)OCO2	-3.8	-5.9	i	6.5	0.2	99.0	-0.4	0.3	-2.3
COC(=O)C1=C(C)Nc2nnnn2C1c1cc(OC)ccc1OC (configuration not stated)	2.5	-10.1	-4.1	7.4	2.8	124.9	-6.2	-0.1	-2.1
CN(CC(=O)Nc1ccc(Cl)cc1)C(=O)c1cc(-c2cccs2)nn1-c1ccccc1	0.7	-6.0	3.6	1.3	0.7	114.7	2.1	-2.4	11.9
COc1cccc(Cn2nnc(C(=O)Nc3ccc(C)cc3)c2N)c1	-4.7	-29.4	-4.9	-17.5	3.0	161.2	-4.4	5.4	2.5
CC(C)(C)OC(=O)NCCC(=O)N/N=C/c1ccc2nccnc2c1	1.7	-2.1	11.7	-1.6	-1.4	97.6	-2.5	3.5	-5.0
CCN(C=NC1=NN(c2cccc(C(F)(F)F)c2)CC1)CC	-2.6	-18.3	11.5	-3.8	2.3	120.4	2.4	-1.0	-47.8
Cc1c(/C=N/NC(=O)COc2ccccc2[N+](=O)[O-])c2ccccc2n1C	-1.9	11.3	8.0	0.1	5.7	110.8	-4.0	1.6	9.3
O=C(c1ccc(Cn2cc([N+](=O)[O-])cn2)o1)N1N=C(C(F)F)CC1(O)C(F)F (configuration not stated)	-2.5	-8.2	6.8	11.1	2.6	93.8	-2.0	3.2	-2.5

As entered above.
Entry of COc1ccc(C(=O)N2CCN(c3c(C)cccc3C)CC2)cc1OC under CTSL1 counter: 7.1
Entry of NC(=O)c1ccc(NC(=O)CNC(=O)c2sc3ccccc3c2Cl)cc1 under PP5 inh: 0.8
Entry of Clc1ccc(-c2nc3cnccn3c2NC2CCCC2)cc1 under PP5 inh: 5.2
Entry of CCOC(=O)N1CCN(S(=O)(=O)c2ccc(C(=O)N(CCCN(C)C)c3nc4ccc(Cl)cc4s3)cc2)CC1 under CR mimetic SO: 84.3
